# MsrA inh – inhibits bovine methionine sulfoxide reductase A; inhibition, % at 15.5 µM; 360,000 compounds, 0.75% hits; purified bovine MsrA, absorbance read-out; in the data active means inhibition above about 4.5%;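 further: 0% = vehicle wells with enzyme and 100% = reference inhibitor wells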
# MT1-MMP act inh – blocks activation of human MT1-MMP; P50281; HT1080 RFP-PRO-GFP cells, GFP/RFP ratio fluorescence, overnight; percent of plate control window, DMSO zero; GFP/RFP ratio change, % at 20 µM; 360,000 compounds, 0.061% hits;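 active means GFP/RFP ratio change of at least 30% with cell ATP level not reduced by more than half and red fluorescence within 50% of control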; further: strong numbers were not always called active
#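 Test system: HT1080 cells expressing an RFP-PRO-GFP fluorescent reporter construct / Compound dosing: single-point 20 µM compound, 1% DMSO / Schedule: cells overnight before dosing, compound overnight, 37 °C, 5% CO2 / Evaluation: GFP/RFP fluorescence ratio / Control set: DMSO and RFP-L50D-GFP cell wells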
# CSN deneddyl inh – blocks human CSN-mediated cullin deneddylation; inhibition, % at 12.5 µM; Q92905; 360,000 compounds, 0.38% hits; Purified CSN, SCF-Nedd8-OG deneddylation, fluorescence polarization;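 active means pattern-corrected inhibition above about 35%, with an unprinted fluorescence ratio check between 0.5 and 1.5, limit read from the data, passing the limit was not always enough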;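 further: 0% = enzyme with substrate and 100% = substrate without enzyme; some results filed as inactive read as strong as hits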
# Target sequence (Q92905 whole entry, looked up, one chain of several): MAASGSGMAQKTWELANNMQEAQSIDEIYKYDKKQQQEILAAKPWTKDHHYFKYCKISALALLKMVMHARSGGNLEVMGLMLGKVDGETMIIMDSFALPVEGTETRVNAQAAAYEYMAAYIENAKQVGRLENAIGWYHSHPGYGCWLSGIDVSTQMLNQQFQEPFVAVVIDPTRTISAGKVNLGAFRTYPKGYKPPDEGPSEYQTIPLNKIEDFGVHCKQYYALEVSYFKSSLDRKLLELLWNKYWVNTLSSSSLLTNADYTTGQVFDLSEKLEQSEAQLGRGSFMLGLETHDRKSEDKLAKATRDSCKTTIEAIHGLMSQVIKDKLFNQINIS
#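 test system = HEK293T-derived human Csn5 enzyme | amount = 0.24 nM Csn5 enzyme, final concentration | medium = Tris/NaCl/DTT buffer, pH 7.5 | schedule = 90 min reaction at room temperature | signal = FP | evaluation = inhibition of Csn5 cleavage, % | compound dosing = single dose of 12.5 µM compound with 0.25% DMSO | probe or stimulus = 10 nM SCFSkp2-Nedd8OG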
# bovine MsrA act – bovine methionine sulfoxide reductase A activation | activation, % at 10.6 µM | 360,000 compounds, 0.3% hits | purified bovine MsrA, absorbance read-out; in the data active means activation above about 7.5%;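 further: 0% = vehicle and 100% = reference activator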
# Rpn11 inh – Rpn11 (human) deubiquitinase inhibition; O00487; human 26S proteasome, Ub4-pepOG fluorescence polarization; 20S core pre-blocked with epoxomicin; calls only at 20 µM; 360,000 compounds, 0.59% hits; AID 588493;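 active means inhibition at 20 µM, scaled to each plate's controls, above about 33%, limit read from the data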
# Target sequence (O00487 whole entry, looked up): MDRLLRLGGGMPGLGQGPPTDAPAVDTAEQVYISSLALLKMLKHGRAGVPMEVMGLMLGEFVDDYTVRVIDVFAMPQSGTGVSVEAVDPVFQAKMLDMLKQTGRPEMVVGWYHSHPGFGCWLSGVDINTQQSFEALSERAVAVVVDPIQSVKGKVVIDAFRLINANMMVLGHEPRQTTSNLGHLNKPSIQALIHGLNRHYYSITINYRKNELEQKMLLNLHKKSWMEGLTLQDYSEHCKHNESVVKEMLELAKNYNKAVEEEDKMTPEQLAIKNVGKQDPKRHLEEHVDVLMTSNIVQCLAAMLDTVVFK
# eLon inh – E. coli protease La inhibition. purified E. coli Lon protease, fluorescence polarization. inhibition, % at 7.94 µM. 360,000 compounds, 0.42% hits; in the data active means inhibition above about 13%, passing the limit was not always enough;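 further: 0% = enzyme with probe and DMSO and 100% = no enzyme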
# PABP1 MLLE inh – inhibitors of microRNA-mediated deadenylation, human PABP1 MLLE binding | GST-MLLE / FITC-PAM2 fluorescence polarization | inhibition, % at 20 µM | 360,000 compounds, 0.36% hits; in the data active means inhibition above about 35%, passing the limit was not always enough;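 further: plate controls were DMSO wells with GST-MLLE for no effect and wells lacking GST-MLLE protein for full effect; some results filed as inactive read as strong as hits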
# FAS TE block – inhibitors of human fatty acid synthase thioesterase domain. P49327. recombinant FAS-TE, OMFH fluorogenic substrate, fluorescence endpoint. inhibition, % at 15 µM. 360,000 compounds, 0.67% hits;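 active means compounds whose normalised, plate-corrected inhibition of enzyme fluorescence in the single-dose primary screen is 50% or more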;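 further: 0% = DMSO with enzyme and 100% = substrate without enzyme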
# Rin1-Abl PPI inh – blocks binding of human Rin1 to Abl. P00519+Q13671. TR-FRET Rin1/Abl binding, biochemical. 360,000 compounds, 0.4% hits. inhibition, % at 7.35 µM; in the data active means inhibition above about 5%, passing the limit was not always enough
# Active calls of the source: *; i = inactive; x = no result given. Hits appear at their usual frequency (roughly 3.7% active in at least one column).
cpd	smiles	MsrA inh	MT1-MMP act inh	CSN deneddyl inh	bovine MsrA act	Rpn11 inh	eLon inh	PABP1 MLLE inh	FAS TE block	Rin1-Abl PPI inh
1	O=C(N/N=C/C(Br)=C/c1ccccc1)C1CC1	1.4	2	7	-4	i	1	-14	-4	-2
2	O=C(N1CCOCC1)C(F)(F)C(F)(F)C(F)(F)C(F)(F)C(=O)N1CCOCC1	1.1	4	-6	-2	i	1	4	-7	-2
3	C1=C[C@@H]2CCN(Cc3ccccc3)Cc3cccc(c32)C1	0.8	-23	-8	-1	i	34*	37	-5	-3
4	CCN(C(=O)CN1C(=O)COc2ccc(S(=O)(=O)N3CCOCC3)cc21)c1ccc(OC)cc1	0.4	-1	2	-8	i	1	3	0	8.2*
5	COc1ccc(N(C(=O)c2cccc(OC)c2OC)C2C=CS(=O)(=O)C2)cc1 (stereo not given)	0.8	3	-3	-3	i	2	7	-8	2
6	O=C1c2oc3ccc(Cl)cc3c(=O)c2C(c2cccc(Br)c2)N1CCO (stereo not given)	1.9	1	0	-3	i	-17	6	13	-1
7	COc1ccc(CCNC(=O)COc2ccccc2[N+](=O)[O-])cc1OC	0.6	0	-3	-2	i	1	5	-2	-4
8	CCc1ccc(CN(C)C(C)C(=O)Nc2ccc(S(=O)(=O)N3CCCC3)cc2)cc1 (stereo not given)	-0.1	-3	3	-3	i	1	-4	42	12*
9	Cc1c(Cl)c([N+](=O)[O-])nn1CCCC(=O)N(Cc1ccccc1)Cc1ccccc1	-0.6	-9	-2	-8	i	3	5	63*	2
10	COc1cc(OC)cc(C(=O)NNC(=O)CN2C(=O)NC(C)(c3ccccc3)C2=O)c1 (stereo not given)	-0.3	1	1	-8	i	-2	1	-5	1
11	C[C@@H]1CN([C@@H](C)CO)S(=O)(=O)c2ccc(Br)cc2O[C@@H]1CN(C)C(=O)c1ccccn1	0.4	3	2	-3	i	0	-2	-6	3
12	CC1(C)C2CCC1(CS(=O)(=O)Nc1ccccc1)C(=O)C2 (stereo not given)	-1.0	3	8	-4	i	-1	15	-1	0
13	CC1CC(C)CN(C(=O)CCNC(=O)Cn2ccc3ccccc3c2=O)C1 (stereo not given)	-0.2	-3	0	-3	i	1	-2	-4	1
14	COc1cccc(CNC(=O)C2CCN(S(=O)(=O)c3cccc4cccnc34)CC2)c1	-1.5	-4	0	0	i	-6	10	1	0
15	COc1ccc(Cc2n[nH]c(=S)n2C)cc1Br	0.2	-2	-9	-8	i	-1	-66	0	3
16	O=C(NC(=S)N1CCN(c2ccc([N+](=O)[O-])cc2Cl)CC1)c1ccco1	0.7	13	-5	-1	i	-9	1	9	-1
17	O=c1c2ccccc2nnn1CCc1ccccc1	-1.4	9	3	5	i	2	1	-6	-1
18	COc1ccc(C(=O)Nc2ccc(NC(C)=O)cc2)cc1S(=O)(=O)N(C)Cc1ccccc1	0.4	2	-7	-3	i	-8	4	-4	2
19	CC(C)Sc1nc2c(c(=O)n1-c1ccc(F)cc1)SCC2	2.4	2	2	6	i	0	-2	11	1
20	O=C(CSc1ccc(Br)cc1)N1CCN(C(=O)c2ccco2)CC1	-0.4	-1	-12	-3	i	3	-4	0	2
21	Nn1c(SCC(=O)Nc2c(Cl)cccc2Cl)nncc1=O	-0.6	0	5	-5	i	1	5	-8	1
22	O=C(O)CCCCCNc1ccc2nsnc2c1[N+](=O)[O-]	1.4	3	-8	-4	i	-1	0	2	-6
23	O=C(NCc1ccccc1)c1ccc(NC(=O)c2ccccc2F)cc1	0.6	-1	-1	-3	i	-2	-5	1	1
24	O=C(Nc1ccc2c(c1)OCO2)c1ccccc1SCC(=O)N1CCCC1	-0.8	5	-2	0	i	6	-7	-5	6
25	CSc1ccccc1NC(=O)COc1ccc2c(c1)OCO2	0.5	0	-1	-10	i	0	13	2	4

# Next part
cpd	smiles	MsrA inh	MT1-MMP act inh	CSN deneddyl inh	bovine MsrA act	Rpn11 inh	eLon inh	PABP1 MLLE inh	FAS TE block	Rin1-Abl PPI inh
26	Cc1ccc(Cn2c(=O)c3ccccc3n3nc(C)cc23)cc1	-1.1	-9	1	-3	i	14	8	23	2
27	COCCSc1nnc(NC(=O)Cc2cccs2)s1	-0.5	3	4	-2	i	-7	-2	-6	2
28	O=C(COC(=O)C1CC1)Nc1ncc(C(F)(F)F)cc1Cl	-1.1	-11	-6	-1	i	8	16	-4	4
29	COc1ncnc(OC)c1S(=O)(=O)NCc1ccccc1	2.8	-1	7	-1	i	-6	-7	-5	-1
30	CC(=O)NC(CC(=O)OCC(=O)c1c(N)n(CC(C)C)c(=O)n(C)c1=O)c1ccccc1 (stereo not given)	0.3	4	4	1	i	7	2	-2	6
31	COc1ccc(C2C(=O)c3ccccc3C2=O)cc1OC	1.2	-3	-10	-9	i	-10	11	-10	-1
32	O=C(c1ccc(N2CCCS2(=O)=O)cc1)N1CCN(c2ccccc2)CC1	-1.0	0	1	-3	i	2	-3	-6	-1
33	CCN1C(=O)[C@@H]2[C@@H](c3ccc(SC4CCCCC4)cc3)N3CCCC[C@@]3(C(=O)OC)[C@@H]2C1=O	-0.1	-17	18	-2	i	-15	-20	12	3
34	CC(C)Cn1c(=O)c(-[n+]2ccccc2)c([O-])c2ccccc21	0.2	2	7	-9	i	0	12	-9	1
35	CCC(CC)C(=O)OCC(=O)NC12CC3CC(CC(C3)C1)C2	0.1	4	-6	-2	i	-2	-19	0	1
36	Cc1cc(C)n2ncc(C(=O)NC3CCCCC3)c2n1	0.1	-2	7	-3	i	6	-3	8	-1
37	Fc1ccc(N/N=C2/CC(c3ccccc3)Oc3ccccc32)c(F)c1 (stereo not given)	0.0	-8	-5	3	i	0	-127	20	5
38	O=C(C[n+]1cc(-c2ccc(F)cc2)n2c1CCC2)Nc1nc(-c2ccc(F)cc2)cs1	0.9	-1	-5	-5	i	8	9	-20	0
39	Cc1ccc(C(C)C)c(OCC(=O)Nc2sc3c(c2C#N)CC(C)(C)NC3(C)C)c1	x	-1	-2	0	i	1	-1	14	5
40	O=C(COC(=O)c1cccc(S(=O)(=O)N2CCCCCC2)c1)Nc1ccccc1C(F)(F)F	-1.5	0	4	-2	i	-11	1	6	-1
41	Cc1cc(NC(=O)CCC(=O)N(Cc2cccs2)C(C(=O)NC2CCCC2)c2cccnc2)no1 (stereo not given)	-0.5	-3	0	-8	i	-9	5	-7	6
42	CN(c1ccccc1)S(=O)(=O)c1ccc(Cl)c(C(=O)Nc2nn[nH]n2)c1	0.3	3	-2	-2	i	-1	11	-3	6
43	Cc1c(OCC(=O)NCC(O)c2ccccc2)ccc2c3c(c(=O)oc12)CCCC3 (stereo not given)	0.3	-1	2	-2	i	-10	1	9	-5
44	Cc1ccccc1NC(=O)c1ccc(CN(c2ccccc2)S(=O)(=O)c2ccccc2)cc1	0.6	0	1	-3	i	6	16	20	-2
45	c1ccc(Cc2noc(CN3CCCC(CN4CCOCC4)C3)n2)cc1 (stereo not given)	0.5	-1	4	-9	i	-14	-3	-5	1
46	Cc1sc(NC(=O)c2ccco2)c(CN2CCCCC2)c1C	1.0	-1	-4	0	i	4	25	3	4
47	COc1ccccc1C(=O)NC(=O)COC(=O)CCOc1cc(C)ccc1C	-0.5	0	-1	-2	i	-4	-2	30	-4
48	COc1ccc(OC)c2c(C)cc(N3CCN(C(=O)c4ccc(Cl)cc4)CC3)nc12	1.2	0	7	-1	i	-2	8	16	-1
49	N=c1sccn1CC(=O)NC(=O)NC1CCCC1	1.1	-1	1	-7	i	2	1	-8	0
50	COc1ccc(NC(=O)CSc2nnc3n2CCCCC3)cc1	0.6	1	0	-1	i	3	-4	-2	1

# New compounds follow
cpd	smiles	MsrA inh	MT1-MMP act inh	CSN deneddyl inh	bovine MsrA act	Rpn11 inh	eLon inh	PABP1 MLLE inh	FAS TE block	Rin1-Abl PPI inh
51	COc1ccc(NC(=O)c2ccccc2NS(C)(=O)=O)cc1OC	1.3	-8	1	-3	i	-5	-5	-6	-2
52	Cc1ccc(S(=O)(=O)c2nc(S(C)(=O)=O)sc2NCC2CCCO2)cc1 (stereo not given)	0.8	6	-1	0	i	8	6	1	-1
53	Nc1ccc(C(=O)NCc2ccccc2)cc1	-1.2	2	-2	-2	i	2	2	-4	-3
54	CC1CCCN(C(=O)c2ccc(NC(=O)CC3SC(N4CCCC4)=NC3=O)cc2)C1 (stereo not given)	-0.6	3	1	-2	i	-6	5	-5	-2
55	CCc1ccc(NC(=O)COc2ccc(Br)cn2)cc1	-1.1	0	2	-8	i	-5	7	-6	1
56	Cc1ccccc1OCc1nnc(SCC(=O)NCc2ccco2)n1C	-0.3	3	-1	-1	i	1	-14	-5	2
57	CSc1ccccc1NC(=O)c1cc(C)on1	-0.1	-1	1	-1	i	-2	18	0	2
58	Cc1ccccc1C(=O)NC(C)c1ccc2c(c1)CCCC2 (stereo not given)	0.6	-3	-5	-6	i	-5	-7	-1	-4
59	O=C(OCc1cn([C@@H]2CN(C(=O)C3CCCCC3)[C@@H](c3ccccc3)C[C@H]2O)nn1)c1ccccc1	-1.5	-1	0	-2	i	-3	-4	-3	-3
60	COc1ccc(S(=O)(=O)N2CCCOC2CNC(=O)C(=O)NCc2ccccc2C)cc1 (stereo not given)	0.8	2	-4	-3	i	-5	1	-3	1
61	O=C(CSc1ccc(-c2ccccn2)nn1)N1CCCc2ccccc21	-0.4	10	-3	-6	i	2	2	1	0
62	O=C(COc1coc(CN2CCN(c3ccccc3)CC2)cc1=O)Nc1ccccc1	-1.4	-2	-2	-2	i	0	-1	-4	1
63	COCCOC(=O)C1=C(C)NC(C)=C(C(=O)OC(C)C)C1c1cccc([N+](=O)[O-])c1 (stereo not given)	0.0	-3	-5	-12	i	0	-7	11	1
64	CCCC(=O)N1CCCC(c2cc(C(=O)Nc3ccccc3)no2)C1 (stereo not given)	-0.3	0	1	-1	i	1	0	-8	-8
65	CC1C(=O)CC(c2ccccc2)N(C)C1c1ccccc1 (stereo not given)	0.2	14	1	-9	i	-9	6	19	1
66	CC(C)(C)N(Cc1ccccc1)C(=O)c1ccc(Br)o1	-0.1	-8	-4	0	i	4	6	10	-3
67	Cc1cccc(NC(=O)[C@@H](CC(C)C)NC(=O)[C@@H]2Cc3ccccc3CN2)c1	-0.5	0	2	-5	i	-3	4	6	30*
68	CC(c1ccccc1)n1c(CO)nc2ccccc21 (stereo not given)	1.6	1	-2	-2	i	-11	-5	-6	1
69	COc1ccc(OC)c(C(C(=O)NCc2ccco2)N(C(=O)Cn2nnc3ccccc32)C(C)C)c1 (stereo not given)	-0.2	2	5	-5	i	-1	-5	-5	0
70	Nc1ncn(C(=O)c2ccco2)n1	-0.7	-4	-2	1	i	-5	-1	-9	2
